NR5A2 inv ag: LRH-1 (NR5A2) inverse agonists, primary screen, cell-based, luminescence, HEK293T, StAR-luciferase reporter | inhibition, % at 3.6 µM | LRH-1 transfected, 24 h | Nuclear receptor subfamily 5 group A member 2 (Homo sapiens), O00482 | 0.13% of 360,000 active;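 active means inhibition above the mean inhibition of all tested compounds plus 3 SD, cut at about 73% in these data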;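 further: 0% = DMSO wells and 100% = reporter-only cells lacking LRH-1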
SRC3 inh: SRC3 coactivator transcriptional activity inhibitors, primary screen, cell-based, luminescence; HEK293 GAL4-SRC3 luciferase reporter; inhibition, % at 3.6 µM; 0.17% of 360,000 active; AID 588352, 2011;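 active means inhibition above a per-campaign cutoff, the mean of all compounds plus 3 SD, cut at about 60% in these data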;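 further: 0% = DMSO-treated cells and 100% = gossypol-treated cells at 36 µM; higher means less SRC3-driven luciferase light from the GAL4 reporter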
C8 TRAIL sens: viability loss with TRAIL in NB7+C8 cells, primary screen, TRAIL sensitizer project, cell-based, ATPlite luminescence | 1% of 360,000 active | inhibition (viability loss, TRAIL sensitization), % at 10 µM;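 active means compounds causing at least 50% loss of cell viability in the single-dose screen, relative to plate controls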
NOD2 RIPK2 PPI: NOD2-RIPK2 binding disruptors in cells, primary screen, fluorescence, CHO cells, BLA complementation | inhibition, % at 4.98 µM | 0.38% of 360,000 active | CCF4 ratio | AID 624267, 2012; in the data active means inhibition above about 21%;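 further: 0% = vehicle only and 100% = reference blocker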
Target sequence (O43353 whole entry, looked up): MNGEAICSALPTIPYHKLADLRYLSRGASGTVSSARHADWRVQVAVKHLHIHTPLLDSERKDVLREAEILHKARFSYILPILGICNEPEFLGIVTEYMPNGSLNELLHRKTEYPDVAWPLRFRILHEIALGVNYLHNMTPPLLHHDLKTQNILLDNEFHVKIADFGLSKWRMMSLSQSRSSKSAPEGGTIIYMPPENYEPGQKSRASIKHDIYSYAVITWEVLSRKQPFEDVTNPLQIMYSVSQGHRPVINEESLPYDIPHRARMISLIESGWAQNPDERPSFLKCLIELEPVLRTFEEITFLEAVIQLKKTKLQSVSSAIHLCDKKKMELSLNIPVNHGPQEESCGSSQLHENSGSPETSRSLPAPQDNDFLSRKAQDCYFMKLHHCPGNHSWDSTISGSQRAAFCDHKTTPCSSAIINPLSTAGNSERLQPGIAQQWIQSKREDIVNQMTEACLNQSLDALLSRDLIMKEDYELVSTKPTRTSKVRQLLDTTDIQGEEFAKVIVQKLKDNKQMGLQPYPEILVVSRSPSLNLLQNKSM
COUP-TFII inh: NR2F2 transcriptional activity inhibitors, primary screen, cell-based, luciferase reporter, HEK293T, luminescence; COUP transcription factor 2 (Homo sapiens), P24468; inhibition, % at 8.6 µM; HEK293T NGFI-A luciferase reporter; 0.7% of 370,000 active;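 active means inhibition above a per-plate cutoff, mean inhibition of test wells between control levels plus 3 SD, cut at about 38% in these data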;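 further: cells cotransfected with COUP-TFII expression vector driving the NGFI-A reporter; 0% = median of COUP-TF2 test wells and 100% = reporter-only cells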
Target sequence (P24468 whole entry, looked up): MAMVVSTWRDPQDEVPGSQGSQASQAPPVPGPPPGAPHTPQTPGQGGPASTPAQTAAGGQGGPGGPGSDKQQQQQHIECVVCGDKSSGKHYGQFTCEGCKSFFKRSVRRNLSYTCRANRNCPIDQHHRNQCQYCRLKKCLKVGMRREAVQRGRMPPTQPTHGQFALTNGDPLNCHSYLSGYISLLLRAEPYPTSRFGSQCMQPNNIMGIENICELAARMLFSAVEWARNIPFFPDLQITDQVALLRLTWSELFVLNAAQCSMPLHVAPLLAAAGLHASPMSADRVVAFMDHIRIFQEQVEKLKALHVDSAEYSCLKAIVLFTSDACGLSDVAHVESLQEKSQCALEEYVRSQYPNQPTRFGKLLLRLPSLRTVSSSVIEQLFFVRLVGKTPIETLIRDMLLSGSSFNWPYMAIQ
TWEAK-Fn14 inh: inhibitors of TWEAK-Fn14 signaling, primary screen, luciferase reporter cells, uHTS; 2% of 360,000 active; TWEAK-stimulated Fn14 reporter cells, luciferase luminescence, 8 h; inhibition, % at 10 µM; in the data active means inhibition above about 50%
TROY signal inh: inhibitors of TROY-driven NF-kB signaling, primary screen, Q293 LMP1-TROYcd cells, NF-kB luciferase, uHTS; inhibition, % at 10 µM; Q293 LMP1-TROYcd NF-kB luciferase reporter, 4 h; AID 1347056, 2019; 0.98% of 360,000 active;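 active means compounds whose plate-normalised and pattern-corrected inhibition of the luciferase reporter signal at the single screening dose is 50% or more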
EBV LMP1 NFkB: EBV LMP1-driven NF-kappaB luciferase reporter inhibitors, primary screen, cell-based, luminescence, single point; AID 504558, 2011; inhibition, % at 12.5 µM; 0.69% of 350,000 active; LMP1-induced NF-kappaB luciferase reporter cells; in the data active means inhibition above about 41%;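 further: 0% = neutral control wells and 100% = reference inhibitor control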
SRC1 inh: SRC1 coactivator transcriptional activity inhibitors, primary screen, cell-based, luminescence; inhibition, % at 3.6 µM; 0.12% of 360,000 active; HEK293 GAL4-SRC1 luciferase reporter; AID 588354, 2011;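 active means inhibition above the campaign mean plus 3 SD, with each screening campaign given its own cutoff, cut at about 60% in these data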;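 further: 0% = DMSO treated cells and 100% = gossypol at 36 µM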
SRC2 inh: inhibition of GAL4-SRC2 driven luciferase reporter, primary screen, SRC2 inhibitor project, cell-based, luminescence; inhibition, % at 9 µM; HEK293 GAL4-SRC2 luciferase reporter; Nuclear receptor coactivator 2 (Homo sapiens), Q15596; AID 651957, 2012; 0.17% of 370,000 active;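 active means inhibition above the mean inhibition of all tested compounds plus 3 SD, set per campaign, cut at about 52% in these data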;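 further: 0% = DMSO treated cells and 100% = cells given Gossypol at 36 µM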
TLR9-MyD88 inh: inhibitors of TLR9-MyD88 association in cells, primary screen, cell-based, CHO, BLA complementation, fluorescence. Toll-like receptor 9 (Homo sapiens) + Myeloid differentiation primary response protein …. CCF4 FRET ratio. inhibition, % at 4.98 µM. 0.21% of 340,000 active. AID 504734, 2011;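 active means inhibition above the mean over all tested compounds plus 3 SD, cut at about 21% in these data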;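 further: 0% = DMSO only wells and 100% = clavulanate BLA inhibitor control wells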
The depositor's hits bear a star; . = no result given. Some of the compounds tested, so the mix of outcomes need not match the whole.

SMILES | NR5A2 inv ag | SRC3 inh | C8 TRAIL sens | NOD2 RIPK2 PPI | COUP-TFII inh | TWEAK-Fn14 inh | TROY signal inh | EBV LMP1 NFkB | SRC1 inh | SRC2 inh | TLR9-MyD88 inh
Cc1ccc(CNC(=O)c2ccc(N3CCC4(CC3)CC(c3ccccc3)=NO4)c(NC(=O)c3ccc(Br)cc3)c2)cc1 | 21 | -18 | -5 | 3 | 0 | -54 | -19 | 0 | 7 | 16 | -10
COc1ccc(-n2c(C)cc(/C=C3\C(=O)NN(c4ccccc4)C3=O)c2C)cc1 | -51 | -54 | 12 | -3 | -14 | 2 | -76 | -11 | -47 | -16 | 0
COc1cccc(C2C(C(=O)c3cc4ccccc4o3)=C(O)C(=O)N2c2cc(C)on2)c1OC (stereo unspecified) | -5 | -2 | -17 | -1 | 3 | -19 | -38 | -6 | 0 | -10 | 2
Cn1c(=O)c2c(ncn2CCC(=O)N/N=C/c2ccncc2)n(C)c1=O | 6 | 12 | 3 | 2 | 22 | 5 | 7 | -6 | 13 | -3 | 11
Cc1ccc(NC(=O)C2=NNC(=O)CC2)cc1F | -44 | -29 | 10 | -3 | -25 | 9 | -19 | 0 | -27 | -18 | -2
COc1cc(/C=C/C(=O)c2ccc(Cl)s2)cc(OC)c1O | 15 | 44 | 5 | 0 | . | 37 | -20 | 31 | -45 | . | 12
Cc1ccc2cc(C)c(NCCO)nc2c1 | -4 | -12 | 1 | -7 | -6 | 13 | 8 | -3 | -9 | -11 | 7
CCn1c(CNC(=O)c2ccco2)nnc1SCC(=O)Nc1cc(C)c(C)cc1Br | 29 | 13 | -2 | 1 | -15 | -7 | 7 | 3 | 5 | 13 | -4
O=c1cc(-c2ccccc2)nc2cc(-c3ccc(Br)cc3)[nH]n12 | 5 | -14 | 17 | -4 | 10 | -49 | -44 | -13 | -12 | -4 | -5
CCCOc1ccc(F)cc1-c1cc(C(=O)Nc2ccc(OC)cc2C)[nH]n1 | -14 | -13 | 2 | 4 | 16 | 18 | -3 | . | 13 | 6 | .
CC(NC(=O)C1CCN(S(=O)(=O)c2cc([N+](=O)[O-])ccc2Cl)CC1)c1ccccc1 (stereo unspecified) | 6 | 9 | 14 | 3 | 4 | -3 | -9 | 8 | 6 | 5 | 1
Cc1cc(NC(=O)c2ccc(C#N)cc2)n(-c2ccccc2)n1 | 14 | -9 | 22 | 1 | 9 | 5 | 0 | 5 | -11 | -13 | 1
O=C(Nc1ccccc1)C1(c2ccccc2)CC1(Cl)Cl (stereo unspecified) | 7 | 10 | 10 | 10 | -10 | -4 | 0 | -1 | 1 | -13 | 7
CC(=O)C1(O)CCC2C3CC(C)C4=CC(=O)CCC4(C)C3CCC21C (stereo unspecified) | 6 | -33 | 2 | -9 | -1 | -18 | 12 | . | -25 | 0 | .
CC(=O)Nc1ccc(-c2cc3ccccc3o2)cc1 | -144 | -96 | 16 | 3 | -31 | 12 | -81 | -36 | -104 | -35 | -4
CCCc1cc(=O)oc2c(C)c(OCC(=O)N3C[C@H]4C[C@@H](C3)c3cccc(=O)n3C4)ccc12 | -4 | 17 | 1 | -6 | 10 | -8 | -10 | 0 | -14 | 6 | -6
COc1cc(C2/C(=C(\O)c3ccc4c(c3)CC(C)O4)C(=O)C(=O)N2Cc2ccco2)ccc1O (stereo unspecified) | 3 | 7 | -1 | -1 | 9 | 5 | -20 | -24 | 6 | 12 | 1
Cc1nc2ccc(NC(=O)N3CCOCC3)cc2nc1C | 8 | 18 | -2 | -5 | -10 | -19 | 4 | -1 | -12 | -3 | -7
O=C1c2cccc3cccc(c23)C(=O)N1c1ccccn1 | 0 | -10 | 1 | -2 | -5 | 3 | -17 | 7 | -30 | -1 | 2
CCOC(=O)c1ccc(NC(=O)C2CC2)cc1 | -46 | -33 | 14 | -6 | -27 | -29 | -18 | -7 | -28 | -41 | -6
O=C1CC[C@@H](C(=O)O)N1 | 2 | -35 | -7 | -6 | 0 | 8 | 7 | 7 | -8 | 0 | 3
COc1ccc(CC(=O)OCC(=O)NC(=O)NC23CC4CC(CC(C4)C2)C3)cc1 | -15 | -3 | 14 | -3 | -6 | -4 | 1 | -3 | -1 | 1 | 2
COC(=O)c1cn(C(=O)c2ccc(C)cc2)c2ccccc12 | 1 | 7 | -7 | 6 | -31 | 23 | 15 | -6 | -7 | 0 | 4
COc1ccc(CNC(=O)CN(Cc2ccc(C)cc2)S(=O)(=O)c2ccc(Cl)cc2)cc1 | 7 | -40 | 6 | -4 | 20 | 26 | 20 | 11 | 11 | 10 | -9
Cn1nccc1NS(=O)(=O)c1ccc(NC(=O)C(F)(F)F)cc1 | 11 | 4 | 0 | -9 | 10 | 8 | 6 | 0 | 4 | -2 | .
COc1ccc(OC)c(NC(=O)CCN2C(=O)c3ccccc3C2=O)c1 | 4 | -9 | -7 | 5 | 16 | 10 | -14 | 5 | 3 | 11 | -8
Cc1ccccc1C(=O)N1CCC(C(=O)Nc2ccc(F)cc2)CC1 | 1 | 17 | 6 | -2 | 18 | -43 | 17 | -4 | -8 | 8 | 8
CN(C)CCNc1ncnc2c1sc1nc(-c3ccccc3)c3c(c12)CCCC3 | -11 | -3 | 23 | 2 | 11 | 2 | 39 | -9 | -7 | -15 | -6
CCOc1ccc2nc(SCC(=O)N(CC(C)C)c3c(N)n(Cc4ccccc4)c(=O)[nH]c3=O)[nH]c2c1 | -4 | -3 | -3 | -3 | 17 | 5 | 8 | -7 | -15 | 4 | 1
CN(Cc1c(F)cccc1Cl)C(=O)c1ccc2ccccc2n1 | 3 | 8 | 2 | -9 | 20 | 14 | -3 | -3 | -6 | 5 | -1

5 successive records already listed, quoted:
SMILES | NR5A2 inv ag | SRC3 inh | C8 TRAIL sens | NOD2 RIPK2 PPI | COUP-TFII inh | TWEAK-Fn14 inh | TROY signal inh | EBV LMP1 NFkB | SRC1 inh | SRC2 inh | TLR9-MyD88 inh
Cc1cc(NC(=O)c2ccc(C#N)cc2)n(-c2ccccc2)n1 | 14 | -9 | 22 | 1 | 9 | 5 | 0 | 5 | -11 | -13 | 1
O=C(Nc1ccccc1)C1(c2ccccc2)CC1(Cl)Cl (stereo unspecified) | 7 | 10 | 10 | 10 | -10 | -4 | 0 | -1 | 1 | -13 | 7
CC(=O)C1(O)CCC2C3CC(C)C4=CC(=O)CCC4(C)C3CCC21C (stereo unspecified) | 6 | -33 | 2 | -9 | -1 | -18 | 12 | . | -25 | 0 | .
CC(=O)Nc1ccc(-c2cc3ccccc3o2)cc1 | -144 | -96 | 16 | 3 | -31 | 12 | -81 | -36 | -104 | -35 | -4
CCCc1cc(=O)oc2c(C)c(OCC(=O)N3C[C@H]4C[C@@H](C3)c3cccc(=O)n3C4)ccc12 | -4 | 17 | 1 | -6 | 10 | -8 | -10 | 0 | -14 | 6 | -6

Following part
SMILES | NR5A2 inv ag | SRC3 inh | C8 TRAIL sens | NOD2 RIPK2 PPI | COUP-TFII inh | TWEAK-Fn14 inh | TROY signal inh | EBV LMP1 NFkB | SRC1 inh | SRC2 inh | TLR9-MyD88 inh
CC(=O)C1C(c2cccc(F)c2)c2c(n[nH]c2C)CC1(C)O (stereo unspecified) | 4 | 11 | -22 | -8 | 13 | -1 | 6 | 7 | 2 | 3 | 0
CCn1cc(CNC(=O)c2ccc(Cl)c([N+](=O)[O-])c2)c(C)n1 | -20 | 11 | 10 | 1 | -14 | -13 | -2 | -5 | -44 | 9 | 2
COc1ccc(CN2C(=O)CN(C3CCCCCC3)C(=O)C2c2ccc(F)cc2)cc1 (stereo unspecified) | -2 | -1 | 11 | -5 | -15 | 3 | -1 | -1 | 4 | 13 | 8
COc1ccccc1NC(=O)N(Cc1ccccc1)C1=NCC(C)S1 (stereo unspecified) | -5 | -6 | -4 | -8 | 0 | 7 | -3 | 1 | -22 | -25 | -1
CCC(=O)Nc1cccc(C(=O)/C=C/c2cccs2)c1 | -18 | 4 | 1 | -16 | 9 | 40 | -35 | 7 | -27 | -36 | 5
COc1ccc(CNC(=O)CC2(CC(=O)O)CCCCC2)cc1 | -4 | -6 | 11 | -22 | 0 | 3 | -12 | -1 | 9 | -6 | -4
CCCCCCCCCn1ccc(=N)cc1 | 84* | 68* | 32 | -6 | 77* | 37 | 54* | 29 | 52 | 31 | -6
N#Cc1c2n(c3c(=S)nc[nH]c13)CCCCC2 | 2 | 22 | -23 | 1 | 21 | 20 | 4 | -12 | 9 | 15 | 10
Cc1ccccc1-n1nnnc1SCC(C)C | 7 | 8 | -5 | -6 | -8 | 8 | -20 | 3 | -17 | -9 | -7
Cc1ccc(CSc2nnc3nc(C)cc(C)n23)cc1 | -19 | 6 | -3 | 4 | -4 | -21 | -31 | 4 | -12 | -2 | -3
c1ccc2c(OCCCCN3CCOCC3)cccc2c1 | -20 | -1 | -4 | -9 | 10 | 3 | -4 | -2 | 2 | -36 | 0
CN(C(=O)COC(=O)c1ccc2c(c1)OCCO2)C1CCCCC1 | -24 | -5 | -1 | 2 | 19 | -11 | -3 | -3 | -2 | -29 | -1
O=c1nc(NCc2ccccc2Cl)cn[nH]1 | 11 | 3 | 6 | -38 | 0 | 9 | -5 | 2 | -2 | -10 | -3
CC1CN(CCN2CC(C)N(C=O)CC2C)C(C)CN1C=O (stereo unspecified) | -7 | -2 | 15 | -10 | -10 | -21 | -5 | -4 | 1 | 0 | 4

High-throughput results as filed in PubChem BioAssay.
